PI4K2A block = inhibitors of human PI4K2A. actives 0.13% (n = 420,000). purified PI4K2A, ADP-Glo luminescence, 1 h; active compounds read low. AID 1346378. activity change, negative = inhibition, % at 76.9 µM; in the data active means activity change below about -50%; inconclusive means mostly about -30% to -49%;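 further: -100% = wells without enzyme as full effect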
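In this quantitative HTS, ADP production by PI4K2A was quantified luminescently after 1 h at ambient temperature; 100 microM adenosine served as plate-quality control.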
JMJD2A Tudor inh = blocks the human JMJD2A Tudor domain; Potency, µM (top dose mostly 114 µM), for inactives: top-dose activity change, negative = inhibition, hits mostly inhibitors; O75164; AlphaScreen JMJD2A-Tudor / H3K4me3 peptide binding; AID 504339; actives 4.4% (n = 390,000); further: potency means the concentration at half of the fitted maximal effect; on the % scale 0 is the no-effect control and ±100 the full control effect; nearly all actives have a fitted effect of over 50% in size
GLS inh = blocks human kidney-isoform glutaminase activity | actives 0.21% (n = 410,000) | AID 624170 | GLS enzymatic activity, qHTS titration | O94925 | Potency, µM (highest dose often 45.5 µM), without a hit: at the highest dose activity change, negative = inhibition, usual class: inhibitors; further: potency means the concentration at half of the fitted maximal effect; on the % scale 0 is the no-effect control and ±100 the full control effect
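Read-out is an Amplex red fluorescence increase coupled through glutamate oxidase and HRP, measured before and after 30 min room-temperature incubation. hKGA is in 45 mM KH2PO4 (pH 8.2) with 0.02% Tween-20; glutamine added as 1mM solution.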
PGK inhibitor = blocks T. brucei phosphoglycerate kinase; P07378; PGK/GAPDH coupled, Kinase-Glo luminescence, 60 min; Potency, µM (doses to about 57.5 µM), without a hit: at the highest dose activity change, negative = inhibition, actives largely listed as inhibitors; actives 0.043% (n = 380,000); further: potency means the concentration at half of the fitted maximal effect; on the % scale 0 is the no-effect control and ±100 the full control effect; nearly all actives have a fitted effect of over 60% in size
Target sequence (P07378 whole entry, looked up): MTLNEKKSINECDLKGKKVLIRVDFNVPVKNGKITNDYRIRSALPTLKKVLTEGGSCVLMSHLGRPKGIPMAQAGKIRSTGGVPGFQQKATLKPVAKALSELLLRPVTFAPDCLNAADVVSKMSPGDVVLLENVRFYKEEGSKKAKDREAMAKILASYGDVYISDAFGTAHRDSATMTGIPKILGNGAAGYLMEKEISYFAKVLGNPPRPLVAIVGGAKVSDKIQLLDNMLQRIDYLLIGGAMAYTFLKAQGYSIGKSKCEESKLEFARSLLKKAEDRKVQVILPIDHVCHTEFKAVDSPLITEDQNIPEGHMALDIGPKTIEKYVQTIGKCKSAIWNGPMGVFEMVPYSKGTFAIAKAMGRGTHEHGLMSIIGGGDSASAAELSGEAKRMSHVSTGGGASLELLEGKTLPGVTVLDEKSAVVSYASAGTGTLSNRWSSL
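Recombinant glycosomal PGK reaction used 1,3-bisphosphoglycerate generated in-well by GAPDH (100nM final) in 100mM TEA pH 7.6, 5mM MgCl2, 0.01% Tween-20. After 60 minutes at room temperature, ATP was read by Kinase-Glo Plus luminescence end-point.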
ERG-DNA inh = blocks human ERG Ets domain binding to DNA | Potency, µM (highest dose often 76.9 µM), without a hit: at the top dose FP activity, negative = inhibition, most hits filed as inhibitors | fluorescence polarization, His-ERG Ets domain / labelled DNA | AID 624246 | actives 0.028% (n = 370,000); active means well fitted inhibition curve with a large enough effect in the polarisation, with a control signal flat; inconclusive means small, poorly fitted or top-dose-only effect, or effect the other way, or a change in a side signal; inactive means no such curve, though single readings can be large or run the other way; the % refers to the polarisation;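 further: polarization taken with two DNA probes labelled with fluorescein and Texas red; potency means the concentration at half of the fitted maximal effect; % of control where 0% means no effect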
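His-tagged ERG Ets domain (1 uM in the protein solution; 300mM KCl, 50mM Tris-HCl, 1mM EDTA, 1mM DTT, pH 7.5) received compound, then a probe mix of 5 nM fluorescein-DNA and 100nM Texas-615-DNA. Fluorescence polarization was read for both dyes.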
BAZ2B inh = BAZ2B (human) inhibition. AlphaScreen BAZ2B-H3K14Ac peptide displacement. Potency, µM (doses to about 114 µM), inactives show top-dose activity change, negative = inhibition, usual class: inhibitors. actives 4.4% (n = 360,000). Q9UIF8; further: potency means the concentration at half of the fitted maximal effect; on the % scale 0 is the no-effect control and ±100 the full control effect; nearly all actives have a fitted effect of over 60% in size
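BAZ2B 50 nM plus b-H3(5-23)K14Ac 50 nM, PBS pH 7.4/0.01% Tween-20, 30 min RT; compound added (max 110 uM), 30 min RT; streptavidin donor/Ni-chelate acceptor beads 10 ug/mL final, 20 min dark; AlphaScreen read.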
Pin1 inh = blocks the human prolyl isomerase Pin1; Potency, µM (titrated, usually from 115 µM), inactives show top-dose activity, negative = inhibition, most hits filed as inhibitors; AID 504891; Pin1 FP peptide displacement, HiFluor488, 10 min; Q13526; actives 0.009% (n = 390,000); active means well fitted inhibition curve with a large enough effect in the polarisation, with a control signal flat, not every such curve was filed as active; inconclusive means small, poorly fitted or top-dose-only effect, or effect the other way, or a change in a side signal; inactive means no such curve, though single readings can be large or run the other way; the % refers to the polarisation; further: potency means the concentration at half of the fitted maximal effect; on the % scale 0 is the no-effect control and ±100 the full control effect
Target sequence (Q13526 whole entry, looked up): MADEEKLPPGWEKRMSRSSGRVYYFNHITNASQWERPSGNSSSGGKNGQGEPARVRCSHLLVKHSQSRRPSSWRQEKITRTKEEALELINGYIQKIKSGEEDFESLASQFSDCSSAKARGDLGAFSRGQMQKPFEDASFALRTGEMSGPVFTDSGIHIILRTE
HP1b binding inh = blocks HP1-beta chromodomain binding to methylated histone tails; AID 540317; AlphaScreen HP1-beta / biotin-H3K9me3 peptide binding; P83916; Potency, µM (highest dose often 114 µM), for the others: top-dose activity change, negative = inhibition, hits mostly inhibitors; actives 0.56% (n = 390,000); further: potency means the concentration at half of the fitted maximal effect; nearly all actives have a fitted effect of over 70% in size; inactives centre near 23
Target sequence (P83916 whole entry, looked up): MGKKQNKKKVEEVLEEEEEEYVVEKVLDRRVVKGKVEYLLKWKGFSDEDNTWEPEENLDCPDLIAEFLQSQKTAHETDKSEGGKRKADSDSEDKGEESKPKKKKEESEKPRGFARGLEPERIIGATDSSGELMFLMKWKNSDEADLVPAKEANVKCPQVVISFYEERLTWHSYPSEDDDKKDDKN
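HP1-beta protein (50 nM final) preincubated 30 min at room temperature with biotinylated H3(1-18)K9me3 peptide (50 nM) in PBS pH 7.4, 0.01% Tween-20, then compound added for 30 min. AlphaScreen streptavidin donor/nickel chelate acceptor beads (10 ug/mL final), 30 min dark, luminescence read.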
G9a block = G9a (human) methyltransferase inhibition; G9a H3K9 monomethylation, AlphaScreen, 2 h; Q96KQ7; Potency, µM (highest dose often 102 µM), inactives show at the highest dose activity, negative = inhibition, usual class: inhibitors; actives 8.8% (n = 350,000); further: potency means the concentration at half of the fitted maximal effect; on the % scale 0 is the no-effect control and ±100 the full control effect; nearly all actives have a fitted effect of over 75% in size
Target sequence (Q96KQ7 913-1193 limits assumed): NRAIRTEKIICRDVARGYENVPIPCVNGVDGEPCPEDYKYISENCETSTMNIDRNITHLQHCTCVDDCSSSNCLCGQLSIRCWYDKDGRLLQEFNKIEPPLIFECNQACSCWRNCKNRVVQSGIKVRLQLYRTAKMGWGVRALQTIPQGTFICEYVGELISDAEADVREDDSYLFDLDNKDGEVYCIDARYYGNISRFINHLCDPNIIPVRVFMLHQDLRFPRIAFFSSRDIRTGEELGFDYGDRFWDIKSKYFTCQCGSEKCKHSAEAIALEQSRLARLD
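G9a (20 nM) was preincubated 15 min with compound, then reacted 2 h at room temperature with 500 nM biotin-H3K9 peptide and 20 µM SAM. Monomethyl-H3K9 detected by AlphaScreen using anti-H3K9me1 antibody.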
Numbers without * were called inactive; i = inactive; ? = inconclusive; · = no result given; [ ] = remark or other dose. Unless noted, the call rests on the fitted dose curve; in most records, active means well fitted curve in the direction sought with a large enough effect; inconclusive means small, poorly fitted or top-dose-only effect, or another doubt; inactive means no such curve, though single readings can be large; an effect the other way counts as inactive or inconclusive.

SMILES	PI4K2A block	JMJD2A Tudor inh	GLS inh	PGK inhibitor	ERG-DNA inh	BAZ2B inh	Pin1 inh	HP1b binding inh	G9a block
CCCn1c(Cc2ccccc2)nnc1SC(C)C(=O)NC1CC1 (stereo unspecified)	-4	-15%	-1%	-7%	-7%	5%	-5%	29%	9%[12.7 µM]
COc1ccc(C(=O)N(CC2CCCO2)C(C(=O)NC2CCCC2)c2ccc(Cl)cc2)cc1OC (stereo unspecified)	-2	-10%	-2%	-10%	5%	-5%	4%	30%	23%[59 µM]
Cc1ccccc1OCC(=O)O/N=C(\N)c1ccncc1	5	10%	10%	2%	-10%	20%	-1%	28%	17%
C=CC(=O)N=c1sc2ccccc2n1-c1ccccc1	7	21%	-11%	4%	2%	0%	14%	59%[activator]	38%[activator]
NS(=O)(=O)c1ccc(NN=C2CCCCC2)c([N+](=O)[O-])c1	5	?	-2%	5%	0%	?	-10%	-35%	8%[59 µM]
Cc1noc(C)c1COC(=O)COc1cccc2c1OC(C)(C)C2	3	-14%	1%	-9%	-7%	29%	-1%	16%	-7%[59 µM]
Cc1cccc(NC(=O)c2ccccc2-c2ccccc2)c1	4	10%	-6%	1%	-9%	-2%	1%	29%	12%
CCC(C)(C(=O)NC1CCCCC1)N(Cc1ccco1)C(=O)c1ccc2c(c1)OCO2 (stereo unspecified)	2	-3%	-1%	7%	-2%	1%	-2%	13%	-2%[12.7 µM]
O=C(COC(=O)c1ccc2ccccc2n1)Nc1ccccc1F	0	-15%	5%	i	20%	·	?	19%	·
Cc1ccc(S(=O)(=O)N2CCCC(C(=O)N3CCCc4ccccc43)C2)cc1 (stereo unspecified)	-2	-16%	2%	-6%	1%	0%	6%	49%[activator]	-1%
COc1cc(C)c(NC(=O)C(=S)NCCc2ccccc2)cc1C	3	-31%	-3%	-9%	-9%	-35%	-5%	?	?
Cc1ccc(C(C)C)cc1OCC(=O)Nc1ccc(-n2cnnn2)cc1	-5	-11%	-4%	4%	5%	-8%	1%	36%	6%[0.501 µM]
O=C(COC(=O)c1cc[n+]([O-])cc1)Nc1ccccc1Cl	-14	-8%	1%	7%	-1%	-23%	8%	31%	29%[12.7 µM]
Cc1ccc(CSc2nnc3ccc(-c4ccncc4)nn23)cc1	-10	-11%	-4%	i	7%	-17%	-4%	40%[activator]	7%
Cc1cc(SCC(=O)Nc2ccccc2C)nc(C)n1	2	-28%	2%	-1%	-8%	-2%	-9%	28%	·
O=C(C1CC1)n1cc(C(=S)N2CCOCC2)c2ccccc21	-2	0%	1%	-7%	-2%	?	5%	12%	3%[2.33 µM]
O=C(c1ccccc1[N+](=O)[O-])N1CC2C3C=CC(C3)C2C1 (stereo unspecified)	4	-9%	-11%	-5%	4%	-3%	3%	27%	19%[59 µM]
COc1cccc(CN(C)Cc2nc(Cc3ccccc3Cl)no2)c1	-4	61%[activator]	-6%	i	6%	62%[activator]	-5%	151%[activator]	173%[activator]
N#CC1=C2SCN(C3CCCCC3)CN2C(=O)CC1c1ccc(Cl)cc1 (stereo unspecified)	1	16µM*	-8%	-13%	-3%	·	-26%	?	2µM*
CCOC(=O)c1ccccc1NC(=O)COC(=O)CCC(=O)c1ccccc1	-2	28%	1%	-10%	13%	23%	0%	73%[activator]	126%[activator]
CCOc1ccc(NC(=O)CCC(=O)NNS(=O)(=O)c2ccccc2[N+](=O)[O-])cc1	2	?	13%	-1%	3%	3%	-3%	8%	·
CCC(=O)Nc1cccc(NC(=O)c2ccc3c(c2)OCCO3)c1	-1	-10%	2%	1%[11.5 µM]	·	19%	-10%	32%	?
COc1cccc(CN(C)CC(=O)NCc2ccc(F)cc2)c1OC	-5	-1%	1%	-5%	10%	9%	0%	23%	18%
O=C(O)C1CSC2(c3ccc(F)cc3)CCC(=O)N12 (stereo unspecified)	2	-8%	10%	2%	-1%	-17%	-8%	37%	56µM*
O=C(Cn1cc2c(n1)CCCCC2)NC1CCN(Cc2ccccc2)CC1	-4	-14%	3%	2%	-4%	10%	1%	41%[activator]	-20%
(list continues)
SMILES	PI4K2A block	JMJD2A Tudor inh	GLS inh	PGK inhibitor	ERG-DNA inh	BAZ2B inh	Pin1 inh	HP1b binding inh	G9a block
Cc1ccc(C)c(Cn2nnc3c(=O)[nH]c(C(=O)NCC4CCCO4)nc32)c1 (stereo unspecified)	1	?	-2%	-11%	1%	-4%	2%	18%	-10%[59 µM]
CCOc1ccc(C(C)(C)C)cc1S(=O)(=O)N1CCOCC1	-1	-1%[11.4 µM]	6%	6%	-3%	-37%	-2%	-6%	-26%[59 µM]
CCCN(CCC)CCNC(=O)C1CCN(S(=O)(=O)c2cccc3nsnc23)CC1	-1	-5%	8%	-1%	-4%	-18%	-3%	39%	?
O=C(Nc1ccc(F)cc1F)NC1CCCCCCC1	3	-5%	-2%	i	-13%	3%	-1%	48%[activator]	37%
COc1ccccc1/C=N/NC(=O)Cn1cnc([N+](=O)[O-])n1	1	8%	-6%	1%	-14%	-16%	-1%	15%	65%[activator][59 µM]
CCOC(=O)Cc1nnc(NC(=O)c2ccco2)s1	3	-5%	0%	-2%	-8%	-4%	-3%	29%	-18%
Cc1nn2c3ccccc3n(C)c2nc1=O	-23	-12%	-8%	-4%	-4%	3%	-1%	13%	0%[59 µM]
COc1ccc(OCCCn2c(=O)oc3ccccc32)cc1	1	26%	-12%	i	6%	-3%	-1%	81%[activator]	3%[59 µM]
COc1ccccc1NC(=O)N(CCN(C)C)Cc1cc2cc(C)ccc2[nH]c1=O	1	-11%	14%	-4%	-1%	-34%	3%	4%	-33%[12.7 µM]
O=C(Cn1c(=O)oc2cc(S(=O)(=O)N3CCCC3)ccc21)N1CCN(c2ccccc2)CC1	-6	-9%	1%	i	-5%	40%[activator]	5%	25%	-24%
O=C(NC1CCCC1)C(c1cccnc1)N(C(=O)c1csnn1)C1CCCC1 (stereo unspecified)	3	-11%	0%	3%	2%	0%	7%	22%	2%[59 µM]
NC(=O)NC(=O)COC(=O)[C@H](Cc1ccccc1)NC(=O)c1cccs1	3	-2%	-1%	-8%	5%	-3%	1%	-4%	5%
N#Cc1ccccc1NC(=O)C(=O)NCC(c1ccc2c(c1)OCO2)N1CCN(c2ccccc2)CC1 (stereo unspecified)	-2	-12%	2%	-7%	0%	7%	2%	51%[activator][57 µM]	22%[59 µM]
CCOCCCNC(=O)c1ccc(Cn2c(=O)[nH]c3ccsc3c2=O)cc1	15	2%	-11%	-6%	9%	2%	-1%	42%[activator]	3%
Cc1cccc(NC(=O)c2ccc(S(=O)(=O)N(C)C)cc2)c1	0	-13%	-12%	-1%	-10%	-4%	2%	24%	-30%
CCN=C1NN=C(c2cc(C)n(CCc3ccccc3)c2C)CS1	-3	56µM*	0%	-3%	-10%	-38%	9%	?	?
Clc1nssc1=Nc1ccccc1	-1	79µM*	?	2%	2%	28µM*	-1%	35µM*	2µM*
Cc1cc(C2(c3ccc(O)c(C)c3)C(=O)N(C)c3ccc(Br)cc32)ccc1O	6	-33%	5%	i	-11%	·	9%	13%	·
CC(NC(=O)CCN1C(=O)c2ccccc2C1=O)c1ccc2c(c1)CCCC2 (stereo unspecified)	-7	-14%	-5%	-5%	-5%	-4%	10%	26%	-10%
COCCNC(=O)c1cc(Br)ccc1Cl	-1	-6%	-2%	-9%	-6%	-7%	-3%	28%	2%[59 µM]
COc1ccc(OC)c(NC(=O)CSc2nn3c(=O)c(C)nnc3s2)c1	1	?	3%	7%	-11%	3%	10%	65%[activator]	·
C/C(=N/NC(=O)c1ccc(C)s1)c1cccc(NC(=O)c2ccoc2C)c1	2	-29%	-4%	-11%	-8%	5%	-3%	7%	26%
CC1CCCCN1S(=O)(=O)c1coc(C(N)=O)c1 (stereo unspecified)	-4	-17%	-3%	-3%	5%	-4%	-7%	28%	?
Cc1cc(=O)oc2c1ccc1oc(/C(=N/O)c3ccccc3)c(C)c12	7	-33%	10%	-4%	7%	-19%	20%	0%	8%[12.7 µM]
COc1cc(C(=O)NCCN2C(=O)S/C(=C\c3cccs3)C2=O)cc(OC)c1OC	-5	-11%	-3%	i	-5%	-24%	10%	33%	?
CCOc1ccc(S(=O)(=O)NCCN2CCOCC2)c2ccccc12	1	-13%	22%	-8%	·	-6%	0%	17%	1%[59 µM]
CC(C)C(NS(=O)(=O)c1cccc(C(F)(F)F)c1)C(=O)O (stereo unspecified)	4	-7%	1%	5%	0%	-4%	-4%	66%[activator]	-24%
Cc1ccc(NC(=O)c2cc(S(=O)(=O)N3CCCCC3)c[nH]2)cc1N(C)C	1	-30%	18%	-1%	2%	3%	3%	21%	5%[59 µM]
Cc1cc2c(=O)n(CC(=O)N3CCN(c4ccc(F)cc4)CC3)cnc2s1	4	15%	8%	-1%	-4%	10%	-3%	24%	3%

Ordered by value in BAZ2B inh (rising): 3 of the compounds above.
SMILES	PI4K2A block	JMJD2A Tudor inh	GLS inh	PGK inhibitor	ERG-DNA inh	BAZ2B inh	Pin1 inh	HP1b binding inh	G9a block
Cc1cc(SCC(=O)Nc2ccccc2C)nc(C)n1	2	-28%	2%	-1%	-8%	-2%	-9%	28%	·
C=CC(=O)N=c1sc2ccccc2n1-c1ccccc1	7	21%	-11%	4%	2%	0%	14%	59%[activator]	38%[activator]
N#Cc1ccccc1NC(=O)C(=O)NCC(c1ccc2c(c1)OCO2)N1CCN(c2ccccc2)CC1 (stereo unspecified)	-2	-12%	2%	-7%	0%	7%	2%	51%[activator][57 µM]	22%[59 µM]

Random draw from the library. Share with any hit: about 11%.
